# Screening results deposited in PubChem by several laboratories.
# Lipid droplet: modulators of hepatic lipid droplet formation | AML12 mouse hepatocytes, oleate lipid droplets, BODIPY imaging | AID 1656 | inhibition, % at 6.5 µM | 0.4% of 240,000 active;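 active means lipid droplet intensity inhibited by at least 50%, with more than 500 cells counted; inconclusive means wells with under 300 cells, treated as cytotoxic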
#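 System: AML12 hepatocytes (mouse). Probe or stimulus: oleic acid at 100 µM to induce lipid droplet formation. Times: overnight treatment with compound plus oleate. Detection: Image-based BODIPY and DAPI two-channel analysis. Evaluation: percent inhibition of filter-corrected integrated lipid droplet intensity per well.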
# MT stabilizer: stabilizes microtubules in HeLa cells; % tubulin-high responders, % at 10 µM; HeLa tubulin immunostaining HCS, 24 h; share of cells brighter than vehicle mean+2SD; 0.83% of 200,000 active;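 active means plate Z-score above 3 for both tubulin-high and condensed-nucleus cell shares, with cell loss under 80%, at 10 µM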;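 further: anti alpha tubulin signal scored within the nucleus-defined area of each cell; some results filed as inactive read as strong as hits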
# Myeloid diff 2: compounds promoting myeloid differentiation. ER-HoxA9 myeloid progenitors, lysozyme-GFP differentiation, flow cytometry. calls only at 10 µM. 1% of 360,000 active. AID 624256;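 active means normalized GFP-positive differentiation at or above the plate's own cutoff, the solvent-only control mean plus 3 SD; inconclusive means no clear call, values can overlap the other calls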;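 further: cells exposed to compound for four days before flow analysis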
# Autophagy mod: modulators of autophagy. AID 463193. 0.98% of 190,000 active. MEF GFP-LC3 puncta imaging; test concentration mostly 10 µM. calls only at 10 µM (by protocol);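 active means percentage of spot-positive cells more than 3 SD above its plate mean, without a fluorescence outlier flag or 80% toxicity; inconclusive means no clear call, values can overlap the other calls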;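 further: spot-positive cell cutoff set from DMSO-treated cells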
# bCat nuc transl: alters nuclear translocation of beta-catenin in HeLa cells. immunofluorescence imaging. nuclear translocation activity, % at 5 µM. 0.3% of 190,000 active. AID 1665;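 active means nuclear translocation activity above 50% at 5 µM, with a well cell count of 50 or more; inconclusive means wells under 50 cells across six images, flagged as toxic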;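 further: per-cell ratio of nuclear to cytoplasmic median beta-catenin stain intensity; plate controls were DMSO negative control for no effect and GSK-3 inhibitor IX positive control for full effect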
#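 System: HeLa cells, endogenous beta-catenin; compound dosing: 5 µM primary single dose, 0.1% DMSO, 0.02–20 µM confirmation series; incubation: 24 h compound exposure at 37°C, 5% CO2; signal: beta-catenin immunofluorescence imaging with DAPI; evaluation: % activation, nuclear-to-cytoplasmic median beta-catenin signal ratio per cell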
# WT yeast gro inh: growth inhibition of WT yeast, mitochondrial fusion screen | mitochondrial fusion phenotypic screen, WT strain | inhibition, % at 10 µM | 2.1% of 190,000 active | AID 1362; in the data active means inhibition above about 58%; tested in S. cerevisiae
# Insulin prom up: MIN6 insulin promoter up-regulation | MIN6 insulin promoter-GFP reporter, high-content imaging; hits give high values | z-score at 5 µM | 0.3% of 190,000 active | AID 1625;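 active means z-score above 3 at 5 µM with at least 500 cells counted in the well; inconclusive means wells under 500 cells, flagged as cytotoxic or low count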
# T cell modulator: T cell immune modulation candidate | 0.068% of 330,000 active | calls only at 7 µM | 2C CD8+ T cell-vesicle binding, flow cytometry; hits give low values;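 active means response, share of CD8 T cells binding vesicles, and their 90th percentile fluorescence all below set limits, cut at about 80% in these data, passing the limit was not always enough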
#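 Benchmarks: naked versus QL9-loaded vesicles / Assay system: purified 2C TCR transgenic mouse naive CD8+ T cells / Technique: high-throughput flow cytometry with anti-B7-1 and anti-CD8 staining / Timing: Cell–vesicle co-incubation 1.5 h at 37 °C, staining 20 min on ice / Read-out: percent CD8+ FL2 mean versus row control / Probe or stimulus: QL9-loaded Drosophila micro-vesicles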
# West Nile virus CPE: West Nile virus antiviral activity, cell-based, CPE readout (AID 1621). West Nile virus-infected cells, CPE inhibition; higher % means a stronger effect. CPE inhibition, % at 10 µM; hits with a dose series show IC50 in µM. 0.02% of 290,000 active; in the data active means a potency from the dose series; inconclusive means CPE inhibition mostly from about 3.7% at the one dose, without a potency; inactive means the rest, 99 in 100 with CPE inhibition below about 2.2%; further: strong numbers were not always called active
# WT yeast gro inh mutant strain: recorded beside WT yeast gro inh, whose call it bears; inhibition, %; mitochondrial fusion phenotypic screen, mutant strain inhibition
# Insulin prom up cell count: recorded beside Insulin prom up, whose call it bears; cell count; measured here: cytotoxicity, nuclei count;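 total cells summed across four imaged fields per well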
# Lipid droplet cells 6.5 µM: recorded beside Lipid droplet, whose call it bears; cell count; measured here: cell count, cytotoxicity flag;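 cells counted across two imaged fields per well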
# bCat nuc transl cell count 5 µM: further read-out of bCat nuc transl, marked with its call; cell count; measured here: cell count, cytotoxicity flag
# T cell modulator vesicle-bound %: second read-out of T cell modulator, no call of its own (marks repeat the call); double positive events, %; measured here: CD8+ vesicle-bound cell fraction;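 binding gate set so that unloaded-vesicle control wells show 10% double positive cells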
# MT stabilizer Hoechst-high %: further read-out of MT stabilizer, marked with its call; % Hoechst-high responders; measured here: nuclear condensation Hoechst responders;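 share of cells brighter than vehicle mean plus two SD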
# MT stabilizer cytotoxicity %: second read-out of MT stabilizer, no call of its own (marks repeat the call); toxicity, %; measured here: cytotoxicity by cell density;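 0% = mean cell density of plate MIN control wells and 100% = no cells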
# Autophagy mod cell loss 18 h: second read-out of Autophagy mod, no call of its own (marks repeat the call); toxicity, %; measured here: cell loss, nuclei count;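 cell loss after 18 h compound exposure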
# Myeloid diff 2 GFP+ MAC1+ %: further read-out of Myeloid diff 2, marked with its call; GFP+ MAC1+ double positive, %; measured here: differentiation confirmed by MAC1 staining
# * hit, by the source's call; i = inactive; ? = inconclusive; . = not tested or not shown.
SMILES,Lipid droplet,Lipid droplet cells 6.5 µM,MT stabilizer,MT stabilizer Hoechst-high %,MT stabilizer cytotoxicity %,Myeloid diff 2,Myeloid diff 2 GFP+ MAC1+ %,Autophagy mod,Autophagy mod cell loss 18 h,bCat nuc transl,bCat nuc transl cell count 5 µM,WT yeast gro inh,WT yeast gro inh mutant strain,Insulin prom up,Insulin prom up cell count,T cell modulator,T cell modulator vesicle-bound %,West Nile virus CPE
O=C(NCc1ccco1)C1CC(=O)N(CCc2ccccc2)C1 (stereo unspecified),.,.,4.9,1.4,2.8,i,0.3,i,6,-4.1,872,12,2,1.4,1365,i,21,0.4%
CCOC(=O)C1=C(C)NC(SCC(N)=O)=C(C#N)C1c1cccs1 (stereo unspecified),.,.,3.9,2.0,2.9,i,0.9,i,12,0.4,1244,-6,-3,-0.18,1369,i,22,0.0%
COc1ccc(-c2nc(CN(C)C(C)c3ccon3)c(C)o2)c(C)c1C (stereo unspecified),6,692,2.6,1.3,2.1,i,0.8,i,10,-1.8,1093,5,-10,-0.12,1404,i,53,-1.7%
COc1ccc(NC(=O)c2cn(-c3ccccc3)nc2-c2ccncc2)cc1,4,639,1.4,0.8,7.3,i,0.5,i,12,-0.9,998,5,17,0.12,1552,i,52,-0.2%
COCCCC1CCN(C(=O)C2CCC(=O)N(CCc3ccccc3)C2)CC1 (stereo unspecified),10,840,.,.,.,i,0.9,.,.,.,.,.,.,.,.,i,68,-0.6%
CCOc1ccc(Cl)cc1/C=N/NC(N)=O,12,678,1.8,1.2,3.9,i,0.9,i,8,1.2,1539,6,3,0.62,1364,i,29,-0.4%
CS(=O)(=O)n1nc(-c2ccco2)nc1N,-5,706,4.4,0.9,12,i,0.4,i,-7,0.0,1531,0,-16,1.4,1427,i,41,0.0%
O=C(COC(=O)C12CC3CC(CC(O)(C3)C1)C2)N1CCN(S(=O)(=O)c2ccc(Cl)cc2)CC1,-10,709,1.8,1.8,7.2,i,0.5,i,7,-0.9,1162,35,9,.,.,i,60,-1.1%
CCN1C(=O)CSC1=Nc1cccc(C(=O)O)c1,4,780,.,.,.,i,0.8,.,.,.,.,.,.,.,.,i,57,-0.6%
O=C(Nc1cccc(F)c1)N1CC=C(c2ccc(Cl)cc2)CC1,6,787,2.4,1.6,3.7,i,0.9,i,-4,3.4,1075,48,47,.,.,i,34,-0.8%
CN(C)N1C(N)=C(C#N)C(c2ccsc2)C2=C1CCCC2=O (stereo unspecified),2,599,1.8,1.8,0.9,i,0.5,i,12,.,.,8,-3,-0.51,1404,i,44,-0.4%
O=S1(=O)CC(NCc2ccccc2)C(Nc2ccc(Cl)cc2)C1 (stereo unspecified),.,.,4.0,2.9,12,i,1.4,i,5,-3.1,875,-11,1,-1.1,1486,i,33,-0.5%
O=c1cc(-c2ccccc2)n(S(=O)(=O)c2ccccc2)o1,2,733,1.7,1.5,6.2,i,2.5,i,-4,1.5,1130,-21,-11,0.42,838,i,56,-0.5%
CN(C)NC(=O)c1ccsc1NC(=O)c1ccc(S(=O)(=O)N(C)C)cc1,-2,664,1.4,1.4,11,i,2.4,i,8,-3.5,1062,8,6,0.45,1367,i,31,0.9%
Cc1ccc(S(=O)(=O)Nc2c(C)ccc3nsnc23)cc1,5,729,5.1,2.1,0.5,i,0.6,i,3,-2.1,1194,6,0,0.14,1263,i,46,-0.1%
O=C(COC(=O)CCc1ccccc1)Nc1cc(S(=O)(=O)N2CCOCC2)ccc1N1CCCC1,-15,681,8.6,2.6,9.0,i,0.4,i,10,0.9,1058,5,7,0.9,1376,i,20,-0.4%
Cc1ccc(/C=C2\OC(=O)c3ccccc32)cc1,.,.,2.7,2.5,9.3,i,6.1,i,21,-0.2,1388,4,7,0.52,1580,i,12,0.7%
COc1ccc(-n2cccc2C=O)cc1,14,668,1.8,2.1,3.6,i,1.0,i,-1,0.7,832,-15,-7,0.08,1201,i,39,-0.2%
CCOC(=O)C1CCN(C(=O)CSCc2nc(-c3ccc(OCC)cc3)oc2C)CC1,-30,633,3.2,2.5,13,i,1.0,i,5,-1.7,1066,12,9,-0.15,1928,i,35,0.3%
COC(=O)c1cc(NC(=O)c2cccnc2)cc(C(=O)OC)c1,-5,793,.,.,.,i,0.8,.,.,.,.,.,.,.,.,i,54,1.1%
Cn1c(N)c(C(=O)COC(=O)CC(NC(=O)c2ccccc2Cl)c2ccccc2)c(=O)n(C)c1=O (stereo unspecified),-6,563,2.8,1.5,6.3,i,0.4,i,9,-0.8,965,-2,-8,-0.25,1517,i,48,0.3%
COc1ccc(OC)c(NC(=S)N(CCc2c(C)[nH]c3ccc(C)cc23)Cc2cccs2)c1,13,707,2.9,1.7,9.1,i,2.1,i,13,5.5,480,18,-2,-0.57,1138,i,33,.
O=C(NCc1ccncc1)C(=O)NCC(c1ccccc1)c1ccccc1,-2,758,2.8,2.0,3.7,.,.,i,-2,.,.,-10,18,1.2,1107,i,36,-1.2%
CCC1(C)Cc2c(sc3nnn(CC(=O)Nc4ccc(C)cc4)c(=O)c23)CO1 (stereo unspecified),.,.,2.6,1.9,9.2,i,4.2,i,11,0.6,1347,-18,-2,0.47,1546,i,13,-1.7%
O=C(CSCCO)Nc1cccc([N+](=O)[O-])c1,18,656,1.9,1.7,2.8,i,0.0,i,7,-0.3,901,1,1,-0.24,1280,i,47,-0.5%
# (further entries)
SMILES,Lipid droplet,Lipid droplet cells 6.5 µM,MT stabilizer,MT stabilizer Hoechst-high %,MT stabilizer cytotoxicity %,Myeloid diff 2,Myeloid diff 2 GFP+ MAC1+ %,Autophagy mod,Autophagy mod cell loss 18 h,bCat nuc transl,bCat nuc transl cell count 5 µM,WT yeast gro inh,WT yeast gro inh mutant strain,Insulin prom up,Insulin prom up cell count,T cell modulator,T cell modulator vesicle-bound %,West Nile virus CPE
CCOC(=O)N1CCN(C(=O)c2sc3nc(-c4ccc(F)cc4)cn3c2C)CC1,21,735,3.1,1.3,1.2,i,1.4,i,3,.,.,3,-13,-0.57,967,i,33,.
COc1c(F)c(F)c(C(=O)O)c(Nc2ccc(C)cc2)c1F,.,.,3.3,1.5,5.8,i,0.4,i,14,.,.,4,-11,.,.,i,11,1.6%
CCn1cc(CN2CCCC(C(=O)Nc3ccc(-c4cscn4)cc3)C2)cn1 (stereo unspecified),13,649,.,.,.,i,1.0,.,.,.,.,.,.,.,.,i,52,-0.2%
Cc1ccc(C(=O)Nc2ccc(S(=O)(=O)N3CCOCC3)cc2)cc1C,-9,801,.,.,.,i,0.5,.,.,.,.,.,.,.,.,i,43,-1.0%
Cc1ccc(C)c2[nH]c(=O)c(CCNC(=O)CC(C)(C)C)cc12,-89,665,7.0,2.1,4.1,i,3.1,.,.,-0.3,1118,-1,-3,.,.,i,38,-0.3%
CNC(=O)c1nn(-c2ccccc2)ccc1=O,-6,622,1.1,2.2,8.0,i,0.3,i,5,0.6,1002,9,-2,-0.93,1603,i,52,-0.1%
O=C(NNS(=O)(=O)c1ccccc1[N+](=O)[O-])c1ccc(O)cc1,14,845,2.0,2.3,6.7,i,1.0,i,-1,5.0,984,6,19,.,.,i,32,-0.2%
CCOC(=O)c1cc2sccc2n1CC(=O)Nc1ccc(OC)cc1OC,4,675,2.4,1.9,5.7,i,1.5,i,-4,0.2,1068,-9,-13,0.03,1788,i,11,1.8%
CCOC(=O)N1CCN(C(=O)c2cc(COc3c(F)cccc3F)on2)CC1,-12,803,.,.,.,i,0.8,.,.,.,.,.,.,.,.,i,63,-0.4%
COc1cccc(NS(=O)(=O)Cc2ccccc2)c1,.,.,2.8,1.7,4.4,i,0.7,i,12,-0.5,1356,-9,1,-0.06,1449,i,18,-0.4%
CCOC(=O)C1=C(C)N=C2SC(C)C(=O)N2C1/C=C/c1ccccc1OC (stereo unspecified),5,658,3.0,2.5,13,i,1.0,i,-6,1.3,937,3,15,1.1,1961,i,37,.
Cn1c(=O)c2c(nc(NCC3CCCC(CN)C3)n2Cc2ccc(Cl)cc2Cl)n(C)c1=O (stereo unspecified),-54,714,.,.,.,?,.,.,.,.,.,.,.,.,.,i,40,?
Cc1nn(C)c(C(=O)NN)c1Cl,.,.,1.9,1.2,3.7,i,0.3,i,25,-1.0,1121,3,6,0.19,1302,.,.,-0.4%
COc1ccc(CCNC(=O)CCSc2nc(-c3ccco3)cc(C(F)(F)F)n2)cc1OC,18,804,2.6,2.9,12,i,0.7,i,-8,-2.9,1105,-22,-3,1.2,1159,.,.,0.0%

# The order is random (roughly 3.9% active in at least one column).
